SR-BI HDL uptake: mouse SR-BI HDL lipid transfer inhibition; 320,000 tested, 0.96% active; inhibition, % at 12.5 µM; Q61009; ldlA[mSR-BI] CHO cells, DiI-HDL uptake fluorescence, 3 h;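 active means mean replicate inhibition of at least 70% and a set share of replicates each scoring 70 or more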;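 further: 0% = median of neutral control wells and 100% = median of positive control wells; values of inactives mirror those of a sister screen read the other way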
Arrestin-AP2 inh: blocks beta-arrestin peptide binding to AP2 adaptin; FITC-arrestin peptide / GST-AP2 beads, flow cytometry; AP2 beta2 appendage carries R879A mutation; inhibition, % at 10 µM; AID 504490; 340,000 tested, 0.31% active;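 active means inhibition above a set limit, near 3 SD of compounds lacking own fluorescence, cut at about 54% in these data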;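 further: plate controls were DMSO wells for no effect and 5 µM unlabelled arrestin peptide for full effect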
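System: GST-AP2 R879A glutathione beads. Medium: PBS with 0.05% Tween 20 and 0.1% BSA. Also added: FITC-arrestin peptide, 50 nM. Incubation: 12 min plus 1 h, RT. Measured by: high-throughput flow cytometry of beads, ex 488, em 535 nm. Evaluation: percent drop in bead-associated FITC signal.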
SR-BI uptake up: activators of SR-BI mediated HDL lipid uptake. 320,000 tested, 0.096% active. CHO ldlA[mSR-BI] cells, DiI-HDL uptake fluorescence, 3 h; 100 = double the neutral-control signal. AID 504775. activation, % at 12.5 µM;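 active means mean replicate activation of at least 60% and every replicate at or above 60%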;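 further: 0% = median plate neutral-control signal and 100% = twice that signal; values of inactives mirror those of a sister screen read the other way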
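System: LDL receptor-deficient CHO ldlA cells overexpressing murine SR-BI | Timing: 3 h uptake period with compound, 37 °C | Medium: HEPES-buffered (25 mM, pH 7.4) F12 plus 0.5% BSA | Dosing: Single-point compound dose | Signal: Bottom-read fluorescence, 550/595 nm | Read-out: Retained DiI signal reflecting DiI-HDL uptake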
NSD2 HMT inh: blocks human histone methyltransferase NSD2; O96028; NSD2 peptide methylation, AlphaScreen, 120 min; inhibition, % at 12.5 µM; 310,000 tested, 0.54% active; AID 743445; in the data active means inhibition above about 50%
Target sequence (O96028 whole entry, looked up): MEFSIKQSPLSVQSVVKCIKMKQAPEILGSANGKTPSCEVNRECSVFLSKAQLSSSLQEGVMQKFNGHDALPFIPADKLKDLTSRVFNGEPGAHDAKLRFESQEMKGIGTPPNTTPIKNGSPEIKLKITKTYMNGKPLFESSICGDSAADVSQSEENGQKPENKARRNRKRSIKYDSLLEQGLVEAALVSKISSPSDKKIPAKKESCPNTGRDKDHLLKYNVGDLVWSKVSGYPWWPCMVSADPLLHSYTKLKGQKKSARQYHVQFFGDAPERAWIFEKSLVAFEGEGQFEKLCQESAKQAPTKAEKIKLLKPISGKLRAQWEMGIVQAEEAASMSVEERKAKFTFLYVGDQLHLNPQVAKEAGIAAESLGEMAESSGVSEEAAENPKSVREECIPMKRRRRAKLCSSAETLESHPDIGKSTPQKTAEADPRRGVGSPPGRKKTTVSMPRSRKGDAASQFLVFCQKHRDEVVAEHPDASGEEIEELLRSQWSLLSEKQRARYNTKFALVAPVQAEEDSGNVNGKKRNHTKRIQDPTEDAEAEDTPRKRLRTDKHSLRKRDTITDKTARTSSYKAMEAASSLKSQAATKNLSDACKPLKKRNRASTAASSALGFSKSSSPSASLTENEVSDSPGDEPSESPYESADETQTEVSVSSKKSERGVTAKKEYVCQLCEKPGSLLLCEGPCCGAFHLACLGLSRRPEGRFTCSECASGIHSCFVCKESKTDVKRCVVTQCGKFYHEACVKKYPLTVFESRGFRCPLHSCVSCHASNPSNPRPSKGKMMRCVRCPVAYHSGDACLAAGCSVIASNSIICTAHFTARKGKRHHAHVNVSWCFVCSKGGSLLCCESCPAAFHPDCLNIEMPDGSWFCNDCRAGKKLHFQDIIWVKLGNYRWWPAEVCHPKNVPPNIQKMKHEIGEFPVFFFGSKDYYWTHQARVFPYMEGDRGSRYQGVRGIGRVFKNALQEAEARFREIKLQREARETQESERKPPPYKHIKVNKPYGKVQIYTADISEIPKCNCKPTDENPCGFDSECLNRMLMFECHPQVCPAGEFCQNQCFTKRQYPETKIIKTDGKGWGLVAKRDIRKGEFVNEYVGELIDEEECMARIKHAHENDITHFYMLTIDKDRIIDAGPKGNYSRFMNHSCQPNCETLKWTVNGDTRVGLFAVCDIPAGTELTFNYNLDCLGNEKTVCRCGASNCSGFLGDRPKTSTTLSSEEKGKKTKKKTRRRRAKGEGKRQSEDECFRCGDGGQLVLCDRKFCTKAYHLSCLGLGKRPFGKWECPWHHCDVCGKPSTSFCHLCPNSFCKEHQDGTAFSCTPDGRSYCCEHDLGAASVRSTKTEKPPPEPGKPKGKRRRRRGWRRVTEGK
PKA-R2B act: activates the human PKA-R2B holoenzyme complex | PKA-R2B holoenzyme dissociation, Cy5-IP20 fluorescence polarization; R2B truncated from residue 108, S112A mutant; 0% DMSO only, 100% 113 µM cGMP | activation, % at 11.4 µM | 340,000 tested, 0.079% active | AID 504700;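 active means activation above a cutoff set at the mean over all compounds plus 3 SD, cut at about 18% in these data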;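 further: higher means more holoenzyme dissociation and a rise in polarization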
MITF TRPM1 HTS: increases MITF-driven TRPM1 promoter luciferase signal | SK-MEL-5 TRPM1-promoter luciferase, 24 h; % of positive control, neutral wells = 0 | 300,000 tested, 0.75% active | activation, % at 12.5 µM;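 active means mean activation of at least 80% with every replicate also reaching 80%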;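 further: 0% = neutral control wells and 100% = parthenolide positive control wells; values of inactives mirror those of a sister screen read the other way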
Mot1-301 SUMO: SUMOylation pathway inhibition by Mot1-301 growth rescue | growth rescue, % at 18.8 µM | AID 2716 | 320,000 tested, 1% active | S. cerevisiae Mot1-301 growth rescue, ATP luminescence, 38.5C; percent above DMSO median, 100 means doubled;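 active means every valid replicate shows activation above 250% relative to neutral control wells; inactive means the rest, any valid replicate at or below 250%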;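 further: OY570 slx delta 5 strain wells were the positive control but not used for scaling; some compounds called inactive have numbers as strong as hits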
Pemphigus Ab inh: blocks pemphigus antibody binding to human desmoglein-3; AID 588358; binding (percent of control), % at 10 µM; P32926; 310,000 tested, 0.48% active; DSG3-coupled beads, scFv-anti-DSG3-GFP binding, flow cytometry; stronger effect = lower value;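 active means binding more than 3 SD below its plate's average and above zero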;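 further: hits lower antibody fragment binding to DSG3; some compounds called inactive have numbers as strong as hits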
dFosB act: mouse delta FosB homodimer activation. P13346. purified delta FosB, TAMRA-CDK5 oligo fluorescence polarization; percent of positive-control signal above neutral wells. activation, % at 25 µM. 340,000 tested, 0.99% active;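 active means mean activation above about 17%, with every replicate also reaching it, limit read from the data, passing the limit was not always enough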;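 further: fluorescence polarization rise as delta FosB binds a TAMRA Cdk5 AP-1 oligo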
PKA-R1A act: activators of PKA-R1A complex | AID 504707 | 340,000 tested, 0.083% active | activation, % at 11.4 µM | P00514+P68181 | PKA-R1A dissociation, Cy5-IP20 fluorescence polarization; scaled: DMSO 0%, 113 µM cGMP 100%;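 active means percent activation above the mean of all tested compounds plus 3 SD, cut at about 19% in these data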;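 further: higher means more PKAc released from R1A so a rise in polarization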
CDK5 inh: CDK5/p35 (human) kinase inhibition; 330,000 tested, 0.01% active; AID 488839; Recombinant CDK5/p35, ADP-Glo luminescence, 60 min; Q00535+Q15078; inhibition, % at 10 µM;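 active means highest replicate inhibition of at least 50% and at least 75% of replicates reaching 50%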;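 further: plate controls were DMSO neutral control for no effect and GW8510 at 10 µM for full effect; many of its hits are not listed in these tables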
Starred values were filed as active, the others as inactive; nt = no result given.

SMILES	SR-BI HDL uptake	Arrestin-AP2 inh	SR-BI uptake up	NSD2 HMT inh	PKA-R2B act	MITF TRPM1 HTS	Mot1-301 SUMO	Pemphigus Ab inh	dFosB act	PKA-R1A act	CDK5 inh
CCOc1cc(S(=O)(=O)Nc2ncn[nH]2)ccc1Br	-7	13	7	2	4	-2	28	nt	-11	-2	0.1
CN(C(=O)C1CCN(S(=O)(=O)c2ccccc2)CC1)c1c(N)n(Cc2ccccc2)c(=O)[nH]c1=O	-6	-7	6	19	11	10	-8	104	-11	3	-1.1
O=C(CCNC(=O)c1ccc([N+](=O)[O-])cc1)NCc1cccs1	-3	8	3	1	7	1	-23	94	-2	12	0.6
CCOC(=O)Cc1csc(NC(=O)Nc2cccc(OC)c2)n1	29	4	-29	-1	16	9	47	118	-6	-10	1.0
NC(=O)Nc1ccc(Oc2c(F)c(F)c(F)c(F)c2F)cc1	-17	3	17	nt	-5	-5	-8	113	5	-21	2.0
CCSc1nc2ccc(N3C(=O)C4C5C=CC(C5)C4C3=O)cc2s1 (stereo not drawn)	-13	-2	13	-2	-1	21	16	103	-10	0	-0.8
O=c1[nH]c2cc3c(cc2cc1C(c1nnnn1CC1CCCO1)N1CCCC1)OCO3 (stereo not drawn)	-13	25	13	6	-1	1	121	100	-2	-9	0.2
CCn1cc(CN2CCC(C(=O)Nc3cccc(-c4cccc(OC)c4)c3)CC2)c(C)n1	-15	-3	15	-2	-6	2	-11	nt	-13	-12	0.4
COc1ccccc1C(=O)NC(CCSC)C(=O)NNC(=O)c1ccc(F)cc1 (stereo not drawn)	12	-9	-12	1	-6	-1	-9	104	-5	-5	-1.5
CCN(CC)Cc1c(O)ccc2occ(C(=O)c3ccc(OC)cc3)c12	-20	4	20	5	4	2	14	nt	-7	-5	-1.8
COCCCn1c(=O)c2sccc2n2c(CCCC(=O)NCc3ccccc3)nnc12	-12	4	12	-1	4	16	8	nt	4	3	0.5
N#C/C(=C\c1ccc(N2CCCCC2)o1)C(N)=O	-6	9	6	5	8	-5	-5	106	-7	-9	-1.1
CN1C(=O)CC(NNC(=O)c2ccccc2)C1=O (stereo not drawn)	-4	15	4	0	-1	10	22	101	4	6	-1.8
Cc1ccccc1CSCCNC(=O)CCSc1ccccc1	-25	1	25	-2	-8	nt	322*	102	-3	-18	-0.8
CCCc1cc(=O)oc2cc(C)cc(OCC(=O)N[C@@H](CSCc3ccccc3)C(=O)O)c12	-5	6	5	nt	-6	nt	0	97	-5	-13	1.1
CC(C)Oc1ccc(N2CC(C(=O)Nc3ccc(N4CCOCC4)cc3)CC2=O)cc1 (stereo not drawn)	13	7	-13	1	2	13	-12	106	-6	3	-1.1
CC(=O)Nc1c([N+](=O)[O-])cc(C)c(Cl)c1[N+](=O)[O-]	-15	19	15	-5	-2	-15	-8	94	-1	4	-0.3
COCCCn1c(C(C)C)nc2oc3cc(OC)ccc3c(=O)c2c1=O	20	-3	-20	-7	-6	-3	11	100	-9	10	-0.2
COc1ccc(CN2CC(C(=O)NCC3CCCO3)CC2=O)cc1 (stereo not drawn)	-20	38	20	3	-3	2	2	101	2	-1	2.3
CC(C)c1ccc(S(=O)(=O)/N=C2/C=C(Sc3ncn[nH]3)C(=O)c3ccccc32)cc1	-4	38	4	nt	-18	-56	-17	nt	-12	3	3.2
O=C(c1n[nH]c2ccccc12)N1CCN(S(=O)(=O)c2ccc3ccccc3c2)CC1	10	-1	-10	-2	-9	nt	-11	nt	6	-3	-0.6
c1ccc(-c2nnc(-c3c[nH]c4ccccc34)nc2-c2ccccc2)cc1	51	30	-51	0	-5	nt	27	95	4	2	-0.7
COc1ccc(CCNC(=O)CCc2ccc(S(=O)(=O)NCC(C)C)cc2)cc1	7	5	-7	-4	0	-1	nt	85	-11	-2	-0.5
COC(=O)C1(Cc2cc(-c3ccc(OC)cc3OC)no2)CCN(C(=O)OC(C)(C)C)CC1	26	11	-26	nt	-8	-1	4	99	-5	-1	-0.7
Cc1ccc(NC(=O)c2ccc(S(=O)(=O)N3CC(C)CC(C)C3)cc2)cc1S(=O)(=O)N1CCOCC1 (stereo not drawn)	42	9	-42	0	-10	-35	nt	nt	-6	-2	0.5

Just MITF TRPM1 HTS and PKA-R2B act, for 2 of the compounds above:
| Molecule | MITF TRPM1 HTS | PKA-R2B act |
| --- | --- | --- |
| O=C(CCNC(=O)c1ccc([N+](=O)[O-])cc1)NCc1cccs1 | 1 | 7 |
| CCOC(=O)Cc1csc(NC(=O)Nc2cccc(OC)c2)n1 | 9 | 16 |

Additional compounds:
SMILES	SR-BI HDL uptake	Arrestin-AP2 inh	SR-BI uptake up	NSD2 HMT inh	PKA-R2B act	MITF TRPM1 HTS	Mot1-301 SUMO	Pemphigus Ab inh	dFosB act	PKA-R1A act	CDK5 inh
O=C(COc1ccc(F)cc1F)NNC(=O)Nc1cccc([N+](=O)[O-])c1	-3	1	3	0	0	-15	-4	101	2	1	-2.3
O=C(CCCCn1c(=O)c2ccccc2n(CC(=O)Nc2ccccc2)c1=O)NCc1ccco1	nt	0	nt	-2	7	4	-10	105	-6	-4	0.9
FC(F)(F)c1nnc2sc(-c3cccs3)nn12	-14	18	14	nt	-4	nt	-7	nt	-6	1	-1.4
CCn1nc(NC(=O)c2ccncc2)c2cc3cc(C)ccc3nc21	23	1	-23	-1	-3	nt	-8	113	9	-22	-2.5
O=C(c1ccncc1)c1ccc(N2CCN(C3CC(=O)N(Cc4ccccc4)C3=O)CC2)cc1 (stereo not drawn)	17	7	-17	4	-10	nt	14	108	-5	-15	0.6
Cc1nc2cc(NS(=O)(=O)c3ccccc3F)ccc2s1	-23	34	23	2	1	-1	7	90	-4	-7	-1.2
Cc1ccc(-c2nc(CN(C)C3CCOC3)c(C)o2)s1 (stereo not drawn)	-14	-9	14	-2	-6	-9	13	107	-2	-28	-0.8
CSc1ncccc1C(=O)OCC(=O)NC1CCCC1	9	6	-9	0	0	8	-8	99	-2	10	0.6
Cc1ccc(NC(=O)CN(C)C(=O)c2cccc(-n3cccc3)c2)cc1	-8	-16	8	24	-6	6	nt	93	-11	-6	0.8
O=C(CN1C(=O)NC2(CCCCCCC2)C1=O)NC(=O)NCc1ccco1	-8	10	8	6	-10	6	337*	102	-1	-1	-0.3
CN(Cc1cccc(Cl)c1)C(=O)C1CCC(=O)N(C2CC2)C1 (stereo not drawn)	-8	-6	8	-4	-8	-7	30	95	-5	6	-4.3
O=C(NC(=S)Nc1ccc(N2CCOCC2)cc1)c1cccs1	13	60*	-13	4	-14	49	-3	108	-8	-11	-1.2
Cc1cc(S(=O)(=O)N2CCOCC2)ccc1OCC(=O)N1CCCCC1	nt	0	nt	-10	0	7	-1	101	-8	0	0.6
CCCN(Cc1nc2cc(Cl)ccc2c(=O)[nH]1)C(=O)c1ccc(S(=O)(=O)N2CCCC2)cc1	-14	-2	14	3	6	-3	49	99	-22	2	-0.7
Cn1c(=O)c2ccccc2n(Cc2cccc(F)c2)c1=O	1	10	-1	28	2	nt	177	110	-3	-1	2.3
O=C(Cc1ccccc1)NCC1COc2ccccc2O1 (stereo not drawn)	-24	6	24	0	-3	0	-6	122	5	-1	0.0
O=C(C1CCN(S(=O)(=O)c2cccnc2)CC1)N1CCCCC1	-6	1	6	1	4	10	7	109	-4	-16	3.2
Cc1[nH]nc2c1C(c1ccco1)C(C#N)=C(N)O2 (stereo not drawn)	-19	14	19	2	8	-9	-3	99	-4	10	-0.7
CCc1nnc(NC(=O)C(c2ccccc2)c2ccccc2)s1	nt	-5	nt	-2	-2	-4	-2	118	-8	4	-0.4
Cc1cc(C)cc(N(CC(=O)NC(C)(C)C)C(=O)CCC(=O)Nc2nccs2)c1	-26	-7	26	-1	10	-3	2	111	-6	-4	-2.4
CCn1c(Cc2ccc(OC)cc2)nnc1SCC(=O)Nc1ccc(N2CCOCC2)cc1	-11	-11	11	1	10	1	-6	nt	-2	-4	-0.2
CCc1ccccc1NC1=NCC(=O)N1Cc1ccc2c(c1)OCO2	-9	-1	9	-1	-12	0	-2	nt	-7	-3	-0.1
CCN(CC(=O)NC(C)(C)C)C(=O)c1ccccc1SCC(=O)NC1CCCCCCC1	-18	11	18	0	6	3	-12	nt	-5	2	-0.1
CCOC(=O)C1CCN(CCCSc2ccccc2)CC1	-29	18	29	-3	4	nt	201	121	6	-17	-0.9
CC1(C(=O)NC2CCCCCCC2)CCC(=O)N1Cc1ccco1 (stereo not drawn)	-2	27	2	2	-1	-5	-11	104	-5	-5	1.0
Remaining list, next part:
SMILES	SR-BI HDL uptake	Arrestin-AP2 inh	SR-BI uptake up	NSD2 HMT inh	PKA-R2B act	MITF TRPM1 HTS	Mot1-301 SUMO	Pemphigus Ab inh	dFosB act	PKA-R1A act	CDK5 inh
Cc1noc(C)c1COc1ccccc1C(=O)NCCc1ccc(Cl)cc1	-9	-1	9	-2	3	55	-2	93	-4	4	0.6
COc1ccccc1NC(=S)N(Cc1ccco1)Cc1cc2ccc(C)c(C)c2[nH]c1=O	1	22	-1	1	-5	-3	221	96	7	-8	-0.4
COC(=O)CCc1ccc(OCC(O)CNC(C)C)cc1 (stereo not drawn)	-10	-6	10	nt	-9	-6	-6	112	8	-13	-0.2
NC1=NC2(CCCCC2)N(c2ccc(F)cc2F)C(N)=N1	-5	3	5	2	-3	2	13	100	-7	-2	0.9
Cc1ccc(NC(=O)N2CCN(C/C=C/c3ccccc3)CC2)cc1	-1	0	1	1	-5	-11	9	106	-7	1	0.8
CCCC(=O)Nc1ccc(C(=O)Nc2cccc(OC)c2)cc1	74*	5	-74	-1	-3	25	4	102	-18	-12	1.9
O=C(CSc1ccc(F)cc1)Nc1cccc(S(=O)(=O)N2CCOCC2)c1	45	6	-45	-1	-8	-3	23	112	-2	-16	-1.5
Cc1nsc(N)c1C(=O)O	nt	4	nt	-13	-13	4	nt	100	-2	-3	1.1
COc1ccc(OCC(=O)N/N=C(\C)c2cc3ccccc3o2)cc1	3	-3	-3	0	2	35	-5	94	-7	2	-1.0
O=S(=O)(NCc1ccc(F)cc1)c1ccc(-n2cccn2)cc1	-41	-3	41	-7	-7	0	-18	111	-1	-13	-0.1
O=C(CSc1nc2sc3c(c2c(=O)[nH]1)CCCC3)NCCO	-18	-3	18	nt	1	5	9	109	-1	-5	3.9
O=C(COc1ccccc1)OCC(=O)c1ccc(S(=O)(=O)N2CCCCC2)cc1	-25	-2	25	24	-6	3	75	nt	6	1	1.0

Assay outcomes from PubChem BioAssay.
